PfHsp40 yeast: rescue of yeast from PfHsp40 toxicity, primary screen, S. cerevisiae, ATP luminescence; 340,000 compounds, 0.68% hits; AID 504582, 2011; growth rescue, % at 12.5 µM; S. cerevisiae expressing PfHsp40, growth rescue; in the data active = growth rescue above about 28%, passing the limit was not always enough;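 note: yeast W303a lacking pdr1 and pdr3 grown in galactose medium; growth measured after three days at 30 °C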
Y pestis TopoI: Yersinia pestis topoisomerase I inhibitors, primary screen, biochemical, cleavage product accumulation, plate reader, single point; DNA topoisomerase I (Yersinia pestis CO92); Y. pestis Topo-I cleavage product accumulation; activity, % at 10 µM; 360,000 compounds, 0.064% hits; AID 504884, 2011; in the data active = activity above about 50%, passing the limit was not always enough; note: inactives centre near 2
Rv3671c protease: Rv3671c serine protease inhibitors, primary screen, biochemical, fluorescence polarization, M. tuberculosis H37Rv; P9WHR9; inhibition, % at 5.96 µM; 320,000 compounds, 0.048% hits; AID 2606, 2010; in the data active = inhibition above about 38%;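 note: extracellular domain of Rv3671c used as enzyme; 0% = enzyme with DMSO and 100% = no enzyme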
Target sequence (P9WHR9 whole entry, looked up, the tested form may be a part): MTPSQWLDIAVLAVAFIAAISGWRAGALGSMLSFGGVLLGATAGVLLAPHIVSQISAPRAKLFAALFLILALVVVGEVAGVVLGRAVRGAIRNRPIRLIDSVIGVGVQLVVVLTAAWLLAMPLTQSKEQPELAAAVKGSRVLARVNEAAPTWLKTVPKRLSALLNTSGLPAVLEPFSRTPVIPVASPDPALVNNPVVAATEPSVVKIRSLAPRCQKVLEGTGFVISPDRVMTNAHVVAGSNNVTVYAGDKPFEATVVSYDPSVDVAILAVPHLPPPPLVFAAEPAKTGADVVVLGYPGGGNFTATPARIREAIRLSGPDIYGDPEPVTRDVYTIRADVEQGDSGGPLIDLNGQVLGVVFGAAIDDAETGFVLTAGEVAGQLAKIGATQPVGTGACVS
TcdB GH inh: TcdB glycohydrolase inhibitors, primary screen, biochemical, single point, plate reader; 350,000 compounds, 0.24% hits; AID 652162, 2013; TcdB glycohydrolase enzymatic assay; inhibition, % at 9.99 µM; in the data active = inhibition above about 10%
BH1578 lux ind: inducers of Vibrio cholerae quorum light production without autoinducers, primary screen, BH1578 luxS cqsA deficient, single point. V. cholerae BH1578 lux reporter, luminescence, 6 h. activation, % at 18.7 µM. 350,000 compounds, 0.16% hits; in the data active = activation mostly above about 9.7%, no sharp cut-off; note: not every result past the cut was called active; inactives centre near 0; reference of the scale not given here
3CLpro inhibitor: SARS-CoV 3CLpro protease inhibitors, primary screen, biochemical, quenched FRET | recombinant SARS-CoV 3CLpro, quenched FRET peptide cleavage | inhibition, % at 6 µM | 290,000 compounds, 0.14% hits; in the data active = inhibition above about 12%
Anthrax LF inh2: Bacillus anthracis LF protease inhibitors, primary screen, biochemical, multiplex microsphere, MLPCN library; Lethal factor (Bacillus anthracis), P15917; multiplex microsphere protease cleavage assay; inhibition, % at 10 µM; 360,000 compounds, 0.12% hits; in the data active = inhibition above about 30%; note: plate controls were buffer without enzyme for full effect and enzyme alone for no effect
SSB-PriA inh: inhibitors of Klebsiella pneumoniae PriA binding to SSB C-terminal tail, primary screen, biochemical, AlphaScreen | PriA–SSB C-terminal tail interaction (Klebsiella pneumoniae) | AlphaScreen SSBct-PriA binding, biotinylated peptide | inhibition, % at 33 µM | 430,000 compounds, 0.6% hits | AID 1272365, 2023; in the data active = inhibition mostly above about 37%, no sharp cut-off; inactive = mostly below about 20%;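 note: plate controls were negative control peptide for no effect and reference peptide for full effect; strong numbers were not always called active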
MazEF act: activators of E. coli MazEF toxin-antitoxin RNase, primary screen, biochemical, fluorescence, uHTS | Endoribonuclease toxin MazF (Escherichia coli (strain K12)), P0AE70 | activation, % at 20 µM | 350,000 compounds, 0.32% hits | FAM/BHQ RNA-DNA oligo cleavage fluorescence, 5 h; in the data active = activation above about 50%
Target sequence (P0AE70 whole entry, looked up): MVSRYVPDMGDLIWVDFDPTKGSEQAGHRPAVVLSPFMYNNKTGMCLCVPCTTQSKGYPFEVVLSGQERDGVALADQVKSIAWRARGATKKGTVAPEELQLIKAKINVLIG
VHR inh abs: VHR1 phosphatase inhibitors, primary screen, biochemical, absorbance, uHTS; 290,000 compounds, 0.52% hits; recombinant VHR phosphatase, pNPP absorbance; inhibition, % at 13.3 µM; AID 1654, 2009; in the data active = inhibition above about 50%; note: some compounds called inactive have numbers as strong as hits
Target sequence (P51452 whole entry, looked up): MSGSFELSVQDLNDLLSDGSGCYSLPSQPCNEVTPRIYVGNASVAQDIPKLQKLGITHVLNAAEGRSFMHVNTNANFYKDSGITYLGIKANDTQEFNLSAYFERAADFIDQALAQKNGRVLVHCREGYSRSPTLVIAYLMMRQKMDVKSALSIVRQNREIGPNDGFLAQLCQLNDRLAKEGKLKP
* hit, by the source's call; i = inactive; / = no result given; & = joins results of further samples. Not all compounds are listed; rates above refer to the full screens.

Values run as follows: PfHsp40 yeast, Y pestis TopoI, Rv3671c protease, TcdB GH inh, BH1578 lux ind, 3CLpro inhibitor, Anthrax LF inh2, SSB-PriA inh, MazEF act, VHR inh abs
1) COc1ccc(S(=O)(=O)Nc2ccc3c(c2)C(=O)N([C@H](C)CO)C[C@H](C)[C@@H](CN(C)C(=O)NC2CCCCC2)O3)cc1
  -0.9, 4, 6, -0.2&0.3, -0.4, /, 0, -3, -3, /
2) Cc1ccc(C(=O)Nc2cccc(C(=O)N3CCOCC3)c2)cc1
  -0.2, 8, -4, /, 5.9, -1, -15, -5, 2, 39
3) O=C(NC1CC1)c1cccc(NC(=O)c2cc(S(=O)(=O)N3CCOCC3)ccc2Cl)c1
  -0.1, 0, /, 3.8, -0.6, /, -6, -9, 1, /
4) CCCn1c(N)c(N(CCOC)C(=O)c2cc(S(=O)(=O)N3CCCCCC3)ccc2OC)c(=O)[nH]c1=O
  -0.6, 5, -6, -0.3, -0.3, -1, -1, -13, 2, 5
5) O=C(Nc1ccccc1)c1ccc(S(=O)(=O)NCC2CCCO2)cc1 (stereo unspecified)
  0.0, -8, -12, /, 7.1, -3, -5, -4, 2, 26
6) COC(=O)c1sccc1NC(=O)c1ccccc1C(=O)O
  1.9, 0, 6, 0.7, -0.3, /, -3, -3, -1, /
7) CCN(CC)CCCNC(=O)CNC(=O)c1nn(-c2ccc(OC)cc2)c(=O)c2ccccc12
  -0.4, -12, 0, 0.3, -0.7, 5, -1, -6, -3, 19
8) CC(C)(C)OC(=O)N(CCc1ccccc1)Cc1ccc(OCc2cccc(NC(=O)C3CCCC3)c2)cc1
  -1.3, 13, /, 0.7, -1.5, /, -4, -5, -8, /
9) COC(=O)c1cc2occc2n1CC(=O)Nc1ccc(C)cc1C
  -2.3, 1, -1, /, 0.9, -2, 0, -13, -8, 6
10) O=C(c1cccc(S(=O)(=O)N2CCCCC2)c1)N1CCN(c2ccccc2)CC1
  0.8, 21, /, 0.6, -1.4, 2, -1, -4, 7, 11
11) COc1ccc(CCNC(=O)c2ccc(CSc3ccccc3)o2)cc1
  3.3, 25, -6, -0.7, -2.8, 5, -2, -21, 5, 13
12) COc1ccc(C(=O)c2cn(-c3cccc(Br)c3)nc2C(C)=O)cc1
  0.0, 24, 3, 0.5, -0.8, /, 8, -7, -9, /
13) CCC(C)(C)C1CCc2nc3ccccc3c(C(=O)OC(C)C(=O)Nc3c(C)n(C)n(-c4ccccc4)c3=O)c2C1 (stereo unspecified)
  -0.3, 5, -10, 0.1, -0.3, 4, 1, -12, 3, 17
14) COc1ccc(N2CCN(CC(O)COc3ccc(C)cc3C)CC2)cc1 (stereo unspecified)
  -0.7, 29, 2, 2.1, -0.9, 3, -3, 33, -3, 14
15) CC(=O)N1C(Nc2ccc(Cl)cc2)CCN1c1ccccc1 (stereo unspecified)
  0.3, -7, 2, /, i, 0, 1, -2, -1, 6
16) CCc1ccc(N2CC(C(=O)Nc3cccnc3)CC2=O)cc1 (stereo unspecified)
  0.9, 1, 9, /, i, 2, 2, -6, 7, 2
17) CNC(=O)c1ccc(NC(=O)CCc2c(C)noc2C)cc1
  -0.1, -5, 2, 0.7, i, /, -6, -7, 9, /
18) O=S(=O)(NCCc1cn2ccccc2n1)c1ccc2c(c1)OCCO2
  -0.4, 8, 3, -0.6, -0.1, 2, -3, -2, 6, -9
19) COc1ccc(NC(=O)CSc2ncnc3c2cnn3CCc2ccccc2)cc1
  -2.6, 15, -11, /, 2.1, 4, -3, 3, -3, 30
20) Cc1ccc(/C=C2\SC(=S)N(c3cccnc3)C2=O)o1
  0.5, 5, -8, -0.6, -0.5, 3, 12, -2, 19, -5
21) COc1ccc(S(=O)(=O)N/N=c2\oc3c(OC)cccc3cc2S(=O)(=O)c2ccc(C)cc2)cc1OC
  0.8, 22, -8, 1.5, -0.2, -1, -3, /, -2, 3
22) COC(=O)/C=C1\SC(=NC(=O)c2ccc(OC)cc2)NC1=O
  -0.5, 1, -1, -1.0, -0.1, 6, -3, -7, 8, 25
23) O=C(Cc1ccc(Br)cc1)N1CCN(c2ccccc2)CC1
  -0.4, 23, -5, /, i, 2, 1, -10, 0, 12
24) O=C(c1cccs1)N(Cc1cc2ccccc2[nH]c1=O)CC1CCCO1 (stereo unspecified)
  -0.3, 12, 8, 1.8, -0.3, 0, -2, -10, 5, 22
25) CC(CC(=O)N1CCc2ccccc21)c1ccccc1 (stereo unspecified)
  -0.2, -6, -1, /, -0.4, 6, -2, -39, 6, 2
26) O=C(Nc1cc(S(=O)(=O)Nc2ccccc2Cl)ccc1O)c1sc2cc(Cl)ccc2c1Cl
  -0.3, -2, -12, /, i, 0, -1, -9, -26, -3
27) O=C1S/C(=C/c2ccc(N3CCOCC3)o2)C(=O)N1Cc1c(F)cccc1Cl
  -0.7, 14, 7, /, -0.4, -10, 17, -6, -82, 15
28) CCOc1ccccc1C1C2CCCCC2(O)CCN1C(=O)c1cccs1 (stereo unspecified)
  0.0, -1, 2, /, i, -1, -2, -4, -1, -26
29) CCC(=O)Nc1cccc2cccnc12
  0.6, 4, -2, 1.6, -0.2, 6, 0, 1, 10, 20
30) CC(C)C12CN3CC(C(C)C)(CN(C1)C3c1ccc([N+](=O)[O-])o1)C2=O (stereo unspecified)
  17, 3, -8, 0.8, -0.8, -5, -8, -11, 8, 28
31) CC(=O)NCCn1c(SCC(=O)NCCC2=CCCCC2)nc2ccccc2c1=O
  0.1, 9, -2, /, 11, -4, -3, -8, 2, 11
32) COCCn1c(C(=O)N2CCCC2)cc2c1C[C@H]1CN(C(=O)c3ccccc3)[C@@](Cc3ccc(F)cc3)(C(=O)OC)[C@@H]21
  /, /, -8, 2.1, /, -6, /, 3, 10, -11
33) Cc1sc(NC(=O)c2ccccc2)c(C(=O)NC(C)C)c1C
  -0.5, 1, 0, -0.5, -1.4, 3, -3, -13, 9, 28
34) O=C(Nc1cccc(C(F)(F)F)c1)N1CCC(c2nc(-c3ccc(F)cc3)no2)CC1
  13, 0, -41, 0.2, i, 0, -3, -7, 8, 5
35) COc1ccc(OC(=O)c2ccc3nsnc3c2)cc1
  -0.1, 1, 2, /, -0.4, -2, 0, -13, -7, -4
36) Cc1nc2sc3c(=O)[nH]nnc3c2c(C)c1Br
  1.0, 4, 0, -1.1, -0.5, -2, 9, -13, 0, 20
37) CCOc1ccc(C2C(C(=O)c3ccco3)=C(O)C(=O)N2CCCn2ccnc2)cc1OCC (stereo unspecified)
  0.6, 1, 6, 0.5, -0.3, -8, 0, 10, 4, 21
38) CN(c1ccccc1)S(=O)(=O)c1ccc(C(=O)NCc2cccs2)cc1
  -1.4, 0, -21, 1.7, -0.3, -1, -4, -17, -1, 9
39) Cc1ccc(S(=O)(=O)N2CCOCC2)cc1NC(=O)c1cc2c(s1)CCC2
  0.1, 31, -7, /, -0.4, -1, -14, 8, 1, 9
40) Nc1ccc(S(=O)(=O)Nc2nccs2)cc1
  -1.3, 6, 7, 1.0, -0.5, /, -5, -7, -11, /
41) CCOc1ccc(CCNS(=O)(=O)c2ccc3c(c2)NC(=O)CO3)cc1OCC
  -1.1, 2, -3, 0.0, -0.3, 1, 5, -7, 0, 32
42) CCn1c(N2CCN(S(=O)(=O)c3ccccc3C(F)(F)F)CC2)nc2ccccc21
  2.6, 22, 4, /, i, -1, 2, -11, 8, 12
43) C[C@@H](NC(=O)c1[nH]cnc1C(=O)Nc1ccccc1)c1ccccc1
  6.4, 6, -7, -0.7, i, /, 2, 10, 1, /
44) Cc1ccc(S(=O)(=O)N2CCN(C(=O)Cn3c(=O)cnc4ccccc43)CC2)cc1
  -1.8, -11, 3, -1.5, -2.0, /, -4, 1, -4, /
45) CCc1ccc(-n2c(=S)sc3c(=O)n(-c4ccccc4OC)c(=S)[nH]c32)cc1
  0.4, -7, 4, 0.9, i, 2, -1, 8, -29, -5
46) O=C(c1c[nH]c(=O)n(-c2ccccc2)c1=O)N1CCc2ccccc21
  -0.4, -8, 4, /, i, 2, 5, -14, -5, 16

Among those listed so far, these contain four or more nitrogen atoms.
Values run as follows: PfHsp40 yeast, Y pestis TopoI, Rv3671c protease, TcdB GH inh, BH1578 lux ind, 3CLpro inhibitor, Anthrax LF inh2, SSB-PriA inh, MazEF act, VHR inh abs
1) COc1ccc(S(=O)(=O)Nc2ccc3c(c2)C(=O)N([C@H](C)CO)C[C@H](C)[C@@H](CN(C)C(=O)NC2CCCCC2)O3)cc1
  -0.9, 4, 6, -0.2&0.3, -0.4, /, 0, -3, -3, /
4) CCCn1c(N)c(N(CCOC)C(=O)c2cc(S(=O)(=O)N3CCCCCC3)ccc2OC)c(=O)[nH]c1=O
  -0.6, 5, -6, -0.3, -0.3, -1, -1, -13, 2, 5
7) CCN(CC)CCCNC(=O)CNC(=O)c1nn(-c2ccc(OC)cc2)c(=O)c2ccccc12
  -0.4, -12, 0, 0.3, -0.7, 5, -1, -6, -3, 19
13) CCC(C)(C)C1CCc2nc3ccccc3c(C(=O)OC(C)C(=O)Nc3c(C)n(C)n(-c4ccccc4)c3=O)c2C1 (stereo unspecified)
  -0.3, 5, -10, 0.1, -0.3, 4, 1, -12, 3, 17
19) COc1ccc(NC(=O)CSc2ncnc3c2cnn3CCc2ccccc2)cc1
  -2.6, 15, -11, /, 2.1, 4, -3, 3, -3, 30
31) CC(=O)NCCn1c(SCC(=O)NCCC2=CCCCC2)nc2ccccc2c1=O
  0.1, 9, -2, /, 11, -4, -3, -8, 2, 11
34) O=C(Nc1cccc(C(F)(F)F)c1)N1CCC(c2nc(-c3ccc(F)cc3)no2)CC1
  13, 0, -41, 0.2, i, 0, -3, -7, 8, 5
36) Cc1nc2sc3c(=O)[nH]nnc3c2c(C)c1Br
  1.0, 4, 0, -1.1, -0.5, -2, 9, -13, 0, 20
42) CCn1c(N2CCN(S(=O)(=O)c3ccccc3C(F)(F)F)CC2)nc2ccccc21
  2.6, 22, 4, /, i, -1, 2, -11, 8, 12
43) C[C@@H](NC(=O)c1[nH]cnc1C(=O)Nc1ccccc1)c1ccccc1
  6.4, 6, -7, -0.7, i, /, 2, 10, 1, /
44) Cc1ccc(S(=O)(=O)N2CCN(C(=O)Cn3c(=O)cnc4ccccc43)CC2)cc1
  -1.8, -11, 3, -1.5, -2.0, /, -4, 1, -4, /

High-throughput results deposited in PubChem by several laboratories.
